# KLK5 inh: inhibitors of human kallikrein 5; recombinant hK5, fluorogenic AMC substrate cleavage; inhibition, % at 5 µM; 210,000 tested, 0.59% active; AID 873;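 active means inhibition of 40% or more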;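 further: 0% = enzyme controls without compound and 100% = no-enzyme blanks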
# FXIIa inh 1536: factor XIIa (human) inhibition; AID 800; inhibition, % at 5 µM; purified FXIIa, Boc-QGR-AMC fluorogenic substrate, 2 h; P00748; 220,000 tested, 0.3% active; in the data active means inhibition above about 40%;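 further: 0% = enzyme with no compound and 100% = blank without enzyme; many of its hits are not listed in these tables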
# Furin inh: blocks human furin protease activity; AID 463115; P09958; inhibition, % at 30 µM; 220,000 tested, 0.061% active; purified furin, fluorogenic substrate cleavage; in the data active means inhibition above about 25%; further: inactives centre near -15
# p97 inhibitor: inhibitors of human p97 ATPase; P55072; recombinant p97 ATPase, Kinase-Glo ATP luminescence, 3 h; inhibition, % at 8 µM; 220,000 tested, 0.42% active; in the data active means inhibition above about 15%;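 further: 0% = DMSO vehicle and 100% = wells lacking enzyme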
# thrombin 1536: blocks human thrombin protease activity; alpha-thrombin, Boc-VPR-AMC fluorogenic substrate cleavage; P00734; AID 1046; inhibition, % at 5 µM; 220,000 tested, 0.26% active;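 active means inhibition at or above 40%; inactive means inhibition below 40%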;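 further: 0% = enzyme with no compound and 100% = wells without enzyme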
#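 Material: Human alpha-thrombin protein | Buffer or medium: pH 7.5 Tris-saline with Tween 20 | Reagent: Boc-VPR-AMC substrate, 15 µM final | Schedule: Reaction at ambient temperature | Detection: AMC fluorescence at 355 nm excitation and 460 nm emission | Evaluation: Percent inhibition scaled between no-compound controls and no-enzyme blanks | Controls: no-compound enzyme wells and no-enzyme blanks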
# Wee1 degr inh: human Wee1 degradation inhibition, primary screen. P30291. HeLa Luc-Wee1K328M stability, luciferase luminescence; 100% = proteasome inhibitor MG132 effect. reporter increase, % at 5 µM. 220,000 tested, 1.2% active;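 active means activation above the mean of all tested compounds plus 3 SD, set per screening run, cut at about 8.8% in these data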;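 further: cells exposed to compound for 20 h before luminescence read; 0% = DMSO alone and 100% = MG132 at 30 µM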
# PERK inhibitor: human PERK inhibition, primary cell-based screen | 220,000 tested, 0.17% active | CHO PERK-DD fusion, SEAP luminescence translation reporter | Q9NZJ5 | inhibition, % at 5.6 µM | AID 1416;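 active means inhibition above the mean inhibition of all tested compounds plus 3 SD, set separately per screening campaign, cut at about 2.9% in these data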;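 further: PERK kinase domain activated by AP20187 dimerizer at 100 nM; 0% = DMSO with dimerizer and 100% = rapamycin at 8.4 µM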
# FXIa inh: blocks human coagulation factor XIa protease activity; purified FXIa, Boc-Glu-Ala-Arg-AMC fluorogenic substrate; inhibition, % at 5 µM; 220,000 tested, 0.14% active; AID 798;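 active means inhibition of at least 40%; inactive means inhibition below 40%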;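 further: fluorescence of freed AMC excited at 355 nm; 0% = enzyme without compound and 100% = no enzyme blank; many of its hits are not listed in these tables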
# Cl transport mod: KCC2 (human) Cl- transport modulation. KCC2 cells, thallium flux FluoZin-2 fluorescence. B-score of Tl+ flux slope (higher = more flux/activation; lower = inhibition) at 10 µM. 190,000 tested, 2.2% active;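 active means thallium flux slope and its plate-corrected score both differing from the plate sample mean at a set confidence after two filtering rounds, in either direction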;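 further: slope of fluorescence scaled to starting intensity during 10 to 20 s after thallium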
# Target sequence (Q9H2X9 whole entry, looked up): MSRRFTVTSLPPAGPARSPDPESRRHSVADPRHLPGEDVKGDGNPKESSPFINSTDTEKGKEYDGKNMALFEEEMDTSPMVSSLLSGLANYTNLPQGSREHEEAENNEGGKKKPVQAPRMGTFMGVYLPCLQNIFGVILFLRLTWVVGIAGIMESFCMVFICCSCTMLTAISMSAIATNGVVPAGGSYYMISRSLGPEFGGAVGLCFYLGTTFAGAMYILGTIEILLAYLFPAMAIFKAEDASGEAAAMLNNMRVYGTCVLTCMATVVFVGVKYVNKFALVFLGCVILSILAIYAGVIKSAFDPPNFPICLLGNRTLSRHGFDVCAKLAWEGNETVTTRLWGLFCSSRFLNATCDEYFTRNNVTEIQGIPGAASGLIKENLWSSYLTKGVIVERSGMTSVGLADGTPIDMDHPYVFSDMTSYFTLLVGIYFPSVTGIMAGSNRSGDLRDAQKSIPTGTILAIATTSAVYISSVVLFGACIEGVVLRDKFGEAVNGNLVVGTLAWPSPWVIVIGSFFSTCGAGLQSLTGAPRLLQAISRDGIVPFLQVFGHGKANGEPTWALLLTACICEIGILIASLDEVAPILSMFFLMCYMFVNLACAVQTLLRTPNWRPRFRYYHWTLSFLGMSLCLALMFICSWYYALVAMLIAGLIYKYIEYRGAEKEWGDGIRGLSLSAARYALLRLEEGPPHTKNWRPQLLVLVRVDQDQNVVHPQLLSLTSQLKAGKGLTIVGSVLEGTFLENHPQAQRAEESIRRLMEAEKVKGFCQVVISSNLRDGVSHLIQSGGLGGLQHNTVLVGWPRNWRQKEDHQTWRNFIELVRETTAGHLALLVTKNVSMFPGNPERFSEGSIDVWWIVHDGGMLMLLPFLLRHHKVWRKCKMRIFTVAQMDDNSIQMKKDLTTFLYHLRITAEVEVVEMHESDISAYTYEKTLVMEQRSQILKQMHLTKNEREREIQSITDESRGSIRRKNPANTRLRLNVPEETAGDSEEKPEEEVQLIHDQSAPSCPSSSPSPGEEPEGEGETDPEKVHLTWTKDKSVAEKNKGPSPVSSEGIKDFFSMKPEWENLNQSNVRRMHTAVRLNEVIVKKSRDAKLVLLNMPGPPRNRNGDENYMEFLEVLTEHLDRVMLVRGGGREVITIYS
# * marks the source's active call; other numbers are inactive results; x = no result given; [ ] = remark or other dose. Not a hit list; any-hit rate near 4.4%.
(1) CC12CCC(C(=O)Nc3ccc(Cl)cc3)([C@H](Br)C1=O)C2(C)C (some centres undefined)
(2) Cc1ccc(-c2nnn(CCC(=O)NC3CCCC3)n2)cc1
(3) Cc1cc(NC(=O)CSc2nnc3c(C)cc4ccccc4n23)no1
(4) O=C(NNC(=O)c1cccs1)c1ccco1
(5) Cn1c(=O)c2c(nc(CN3CCCCC3)n2Cc2c(F)cccc2Cl)n(C)c1=O
(6) COc1ccnc(NCc2cccnc2)c1C#N
(7) CCN1CCN(c2cc(=O)n(-c3cc(Cl)ccc3C)c(=O)[nH]2)CC1
(8) CCCN(CCC)C(=O)Cn1c(=O)n(CCCCCC(=O)Nc2ccccc2)c(=O)c2sccc21
Compound	1	2	3	4	5	6	7	8
KLK5 inh	-2	-5	-22	2	2	-6	-4	-1
FXIIa inh 1536	-2	-2	14	6	8	5	2	4
Furin inh	-16	-25	-12	-26	-14	-18[20 µM]	-6	-7
p97 inhibitor	6	5	-1	7	-4	1	2	2
thrombin 1536	-7	-1	4	-5	1	-4	-6	-1
Wee1 degr inh	-1	-4	-2	1	0	-1	-2	1
PERK inhibitor	0.2	-0.8	0.0	0.9	0.5	0.5	0.5	0.5
FXIa inh	-3	-3	1	-2	2	-10	-11	-4
Cl transport mod	-0.37	0.51	0.0039	0.23	-0.78	x	0.74	2.8

# Retrieved one by one from above (5):
(7) CCN1CCN(c2cc(=O)n(-c3cc(Cl)ccc3C)c(=O)[nH]2)CC1
(6) COc1ccnc(NCc2cccnc2)c1C#N
(5) Cn1c(=O)c2c(nc(CN3CCCCC3)n2Cc2c(F)cccc2Cl)n(C)c1=O
(4) O=C(NNC(=O)c1cccs1)c1ccco1
(8) CCCN(CCC)C(=O)Cn1c(=O)n(CCCCCC(=O)Nc2ccccc2)c(=O)c2sccc21
Compound	7	6	5	4	8
KLK5 inh	-4	-6	2	2	-1
FXIIa inh 1536	2	5	8	6	4
Furin inh	-6	-18[20 µM]	-14	-26	-7
p97 inhibitor	2	1	-4	7	2
thrombin 1536	-6	-4	1	-5	-1
Wee1 degr inh	-2	-1	0	1	1
PERK inhibitor	0.5	0.5	0.5	0.9	0.5
FXIa inh	-11	-10	2	-2	-4
Cl transport mod	0.74	x	-0.78	0.23	2.8

# Carrying on.
(9) Cc1ccc(C(=O)COC(=O)CCC(=O)Nc2ccccc2Cl)cc1[N+](=O)[O-]
(10) CCCCc1cc(=O)oc2c(C)c(OCc3nn[nH]n3)ccc12
(11) COc1ccc(C(C(=O)NC2CCCCC2)N(C(=O)CCl)c2ccc(C)cc2)cc1 (centres undefined)
(12) COC(=O)c1sc(NC(=O)CSc2nnnn2-c2ccc(C)cc2C)nc1C
(13) O=C1OCCC1Sc1nc2cc(Cl)ccc2s1 (centres undefined)
(14) COc1ccc(NC(=S)NC2CCCCCC2)c(OC)c1
(15) CC1COC(C)(CC(=O)NN2C(=O)c3ccccc3C2=O)O1 (centres undefined)
(16) CCOc1ccc(C(=O)NCC(=O)OC(C)C(=O)NCc2ccco2)cc1OCC (centres undefined)
Compound	9	10	11	12	13	14	15	16
KLK5 inh	-16	7	-7	-22	1	-13	-7	55*
FXIIa inh 1536	34	2	10	4	13	3	9	7
Furin inh	-15	-28	-21	-10	-24	-3	-15	-27
p97 inhibitor	-2	-1	2	2	4	-6	-2	4
thrombin 1536	7	-3	1	-5	-2	-4	-2	64*
Wee1 degr inh	4	2	8	0	1	0	-1	-2
PERK inhibitor	1.8	0.6	0.3	0.4	0.1	-0.9	-0.3	-0.9
FXIa inh	22	-15	8	0	7	3	-2	3
Cl transport mod	1.4	-0.96	-0.98	0.48	-1.8	-0.31	-0.53	0.75

(17) O=C(c1nc2ccccn2c1CN1CCCC(OCc2ccccc2)C1)N1CCCC1 (centres undefined)
(18) Cc1oc(/C=N/NS(=O)(=O)c2ccccc2)cc1Br
(19) O=C(CNCCO)Nc1ccc(F)c(Cl)c1
(20) CCCCn1c(SCC(=O)N2CCC(C)CC2)nc2cc(S(N)(=O)=O)ccc21
(21) CCCS(=O)(=O)c1nc(S(=O)(=O)c2ccc(C)cc2)c(NCc2ccc3c(c2)OCO3)s1
(22) O=c1ccc2ccc(Oc3ccc(Cl)cc3[N+](=O)[O-])cc2o1
(23) Cn1c(=O)c2c(nc(CN3CCN(Cc4ccccc4)CC3)n2Cc2cccc(Cl)c2)n(C)c1=O
(24) Nc1nc2ccccc2n1CCOc1ccccc1Cl
Compound	17	18	19	20	21	22	23	24
KLK5 inh	-4	-19	-4	-9	-6	0	x	5
FXIIa inh 1536	7	-1	1	18	11	8	x	10
Furin inh	-20	-9	-21	-24	-6	-14	-16	-20
p97 inhibitor	-7	-4	2	0	6	-2	-7	-6
thrombin 1536	-16	-6	-10	6	-3	-2	x	0
Wee1 degr inh	-3	2	0	3	2	2	-2	-2
PERK inhibitor	-0.6	0.6	1.6	0.1	-0.6	-0.4	-0.9	-2.0
FXIa inh	-6	-6	-6	3	3	8	x	6
Cl transport mod	-0.075	0.52	1.9	0.71	-0.69	-2.2	-1.3	x

(25) O=C(NC(=O)c1ccccc1)OCCN1C(=O)c2ccccc2C1=O
(26) CN1C(=O)CC(N2CCC(c3nc4ccccc4[nH]3)CC2)C1=O (centres undefined)
(27) O=C1CCCc2nc(N3CCN(c4ccccc4)CC3)ncc21
(28) O=C(CCCN1C(=O)/C(=C/c2ccccc2Cl)SC1=S)NNC(=O)c1ccccc1
(29) CCC(C)(C)n1nnnc1C(c1ccc(C)cc1)N1CCN(C(=O)c2ccco2)CC1 (centres undefined)
(30) CC(C)(C)C1CCC2(CC1)NC(=S)N(c1ccccc1)N2 (centres undefined)
(31) Cc1ccc(-c2noc(-c3ccccc3C(=O)N3CCOCC3)n2)cc1
(32) COCCCNC(=O)Cn1nnc(-c2ccc(NC(=O)c3ccccc3OC)cc2)n1
Compound	25	26	27	28	29	30	31	32
KLK5 inh	-7	-18	2	-12	1	-17	-21	6
FXIIa inh 1536	11	5	27	9	15	2	16	25
Furin inh	-32	-12	-2	-15	-20[20 µM]	-25[20 µM]	-19[20 µM]	-24
p97 inhibitor	3	-3	-1	6	0	2	-7	-1
thrombin 1536	4	-8	-6	2	3	21	5	2
Wee1 degr inh	-2	-2	-3	0	-1	0	1	6
PERK inhibitor	0.4	0.5	-0.1	0.1	-0.8	1.2	-0.9	-0.6
FXIa inh	-2	-4	-5	8	11	-6	-3	9
Cl transport mod	-0.4	x	-0.13	-0.009	-0.2	-0.66	1.2	x

(33) CC(=O)Nc1ccc(NC(=O)CCCc2c[nH]c3ccccc23)cc1
(34) CCNc1ccc(C(=O)N/N=C/c2c(C)nn(-c3ccccc3)c2N2CCCC2)cc1[N+](=O)[O-]
(35) CN1/C(=C\C(=O)Nc2ccc(Br)cc2)C(C)(C)c2ccccc21
(36) Cc1oc(-c2cccc(C(F)(F)F)c2)nc1CN1CCC[C@H]1CO
(37) O=[N+]([O-])c1ccc(O)c(-c2nn[nH]n2)c1
(38) COc1ccc(N2CC(C(=O)Nc3cc(C)on3)CC2=O)cc1 (centres undefined)
(39) Cc1ccc(CNC(=O)C(NS(=O)(=O)c2ccc3nc(C)sc3c2)C(C)C)cc1 (centres undefined)
(40) CCC1(CC)Cc2ccccc2-c2nc(NN)[nH]c(=O)c21
Compound	33	34	35	36	37	38	39	40
KLK5 inh	-3	-30	-6	0	-47	-4	-24	-3
FXIIa inh 1536	6	6	13	7	18	14	11	6
Furin inh	-14	-25	-14	-31	-2[20 µM]	-16[20 µM]	-7	-10
p97 inhibitor	2	1	1	1	-5	-1	-7	-1
thrombin 1536	-6	-5	7	-9	5	-5	-5	2
Wee1 degr inh	-1	8	1	-2	1	-1	2	1
PERK inhibitor	-0.1	-0.4	0.8	0.1	1.4	-1.6	-0.2	0.7
FXIa inh	-6	4	-12	-3	9	-1	2	-1
Cl transport mod	-0.4	-2	-0.26	0.32	0.14	x	0.8	-0.35

(41) CCC(C)(C)n1nnnc1C(c1cc(OC)ccc1OC)N1CCN(Cc2ccccc2)CC1 (centres undefined)
(42) Cc1c(C)[n+](=O)c2c(n1[O-])CCCCC2
(43) CCOc1ccc(NC(=O)CN(c2ccc(OC)cc2)S(C)(=O)=O)cc1
(44) COc1cccc(C2CC(c3cccs3)=NN2S(C)(=O)=O)c1 (centres undefined)
(45) Cc1cc(NC(=O)COC(=O)CCC(=O)c2ccc(F)cc2)no1
(46) c1ccc2oc(Cc3ccc(Cc4nc5ccccc5o4)cc3)nc2c1
(47) CC1(NC(=O)NCc2ccco2)CCS(=O)(=O)C1 (centres undefined)
(48) CCS(=O)(=O)N1CCN(C(C)CCc2ccccc2)CC1 (centres undefined)
Compound	41	42	43	44	45	46	47	48
KLK5 inh	-3	-15	-9	-10	0	-4	-21	0
FXIIa inh 1536	3	5	2	1	15	16	6	2
Furin inh	-30	-10[20 µM]	-2	-22	-11	-28[20 µM]	-20	-13
p97 inhibitor	3	2	4	0	2	-6	5	-3
thrombin 1536	8	-10	-4	-3	3	2	-5	-2
Wee1 degr inh	0	-1	0	0	-1	-1	4	3
PERK inhibitor	0.5	0.4	0.6	-0.1	1.2	-0.3	1.0	-0.2
FXIa inh	-4	-1	-8	-7	4	10	0	-8
Cl transport mod	-1.1	0.7	-0.13	0.077	x	1.3	-0.27	-0.23

(49) CC(C)Cc1csc(NC(=O)c2ccc(Cl)cc2)c1C(=O)O
(50) CCCCOc1ccc(C(=O)N2CCCC2C(=O)O)cc1 (centres undefined)
(51) O=C(Nc1ccc(Oc2cccc3ccccc23)cc1)c1ccco1
(52) COc1ccccc1N1CCN(c2ncnc3nc[nH]c23)CC1
(53) CC(=O)COc1ccc2c3c(c(=O)oc2c1)CCCC3
(54) Cc1ccc2cccc(N=Cc3c(C)[nH]n(-c4ccccc4)c3=O)c2n1
(55) N#CCSc1nnc(-c2ccccc2O)n1Cc1ccccc1
(56) N#CCC(=O)Nc1ncn(Cc2ccccc2Cl)n1
Compound	49	50	51	52	53	54	55	56
KLK5 inh	-3	-1	1	-9	-9	-63	-20	-5
FXIIa inh 1536	15	9	10	10	3	14	-4	17
Furin inh	-18	-18[20 µM]	-6[20 µM]	-27	-34	-6	-21[20 µM]	-12[20 µM]
p97 inhibitor	-1	0	-1	3	6	1	5	4
thrombin 1536	-7	-2	4	0	1	-9	-2	1
Wee1 degr inh	6	0	-3	2	3	0	11*	-2
PERK inhibitor	0.8	0.8	0.8	0.8	-0.7	-0.1	0.6	1.8
FXIa inh	5	2	-3	0	-4	8	-3	3
Cl transport mod	5.2*	0.8	-1.6	1.3	0.041	0.75	-1.1	-1.2

(57) CC(=O)Nc1ccc(S(=O)(=O)N2c3ccccc3C(C)=CC2(C)C)cc1
(58) O=C(COC(=O)CCc1ccccc1)Nc1ccccc1OC(F)F
(59) COc1nc(/C=C/N(C)C)c([N+](=O)[O-])c(OC)n1
(60) CCC1S/C(=C(\C#N)C(=O)NCc2ccco2)N(c2ccc(Br)cc2)C1=O (centres undefined)
(61) Cc1ccc(CN2CCN(Cc3cnc(N4CCOCC4)s3)CC2CCO)o1 (centres undefined)
Compound	57	58	59	60	61
KLK5 inh	-6	-4	-1	2	-1
FXIIa inh 1536	2	4	3	10	1
Furin inh	-21	-15	0	-24	-15
p97 inhibitor	-1	1	5	2	4
thrombin 1536	-7	-4	-5	-1	x
Wee1 degr inh	-3	5	4	-1	2
PERK inhibitor	-0.5	1.4	0.7	-0.7	-0.2
FXIa inh	-5	-3	-5	0	-2
Cl transport mod	0.13	-1.7	0.55	-0.085	-0.07

# Screens as filed in PubChem BioAssay.
